# Ecoli viability: bacterial growth inhibition, counter-screen for AddAB inhibitors; E. coli V3065 growth, OD600 absorbance, 18 h; actives 0.27% (n = 330,000); AID 449728; inhibition, % at 11.9 µM;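 active = inhibition above the campaign's mean inhibition across all tested compounds plus 3 SD, cut at about 9.9% in these data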;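 note: uninfected addAB+ strain grown without phage in ampicillin broth; 0% = DMSO wells and 100% = ciprofloxacin 0.95 µg/ml wells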
# Mot1-301 SUMO: blocks SUMOylation pathway, rescuing yeast Mot1-301 growth | AID 2716 | growth rescue, % at 18.8 µM | actives 1% (n = 320,000) | S. cerevisiae Mot1-301 growth rescue, ATP luminescence, 38.5C; percent above DMSO median, 100 means doubled;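 active = every valid replicate shows activation above 250% relative to neutral control wells; inactive = the rest, any valid replicate at or below 250%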;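 note: OY570 slx delta 5 strain wells were the positive control but not used for scaling; some compounds called inactive have numbers as strong as hits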
# PKA-R2B activ: activates the human PKA-R2B holoenzyme complex. P22694+P31323. PKA-R2B holoenzyme dissociation, Cy5-IP20 fluorescence polarization; R2B truncated from residue 108, S112A mutant; 0% DMSO only, 100% 113 µM cGMP. activation, % at 11.4 µM. actives 0.079% (n = 340,000). AID 504700;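 active = activation above a cutoff set at the mean over all compounds plus 3 SD, cut at about 18% in these data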;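 note: higher means more holoenzyme dissociation and a rise in polarization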
# Target sequence (P31323 whole entry, looked up, other chains not shown, the tested form may be a part): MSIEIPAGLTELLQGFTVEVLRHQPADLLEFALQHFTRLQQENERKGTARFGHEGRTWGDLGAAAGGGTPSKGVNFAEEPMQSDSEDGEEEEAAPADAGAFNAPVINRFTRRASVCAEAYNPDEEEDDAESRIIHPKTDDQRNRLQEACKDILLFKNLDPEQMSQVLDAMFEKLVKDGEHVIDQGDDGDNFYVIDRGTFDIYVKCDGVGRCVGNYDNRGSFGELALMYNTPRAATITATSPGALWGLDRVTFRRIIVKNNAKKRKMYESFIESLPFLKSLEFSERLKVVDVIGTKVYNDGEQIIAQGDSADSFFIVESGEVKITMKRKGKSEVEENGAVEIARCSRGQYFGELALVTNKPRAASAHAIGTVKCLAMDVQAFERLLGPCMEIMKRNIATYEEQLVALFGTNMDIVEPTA
# OPRM1-OPRD1 inv: mu-delta opioid heterodimer inverse agonism; P35372+P41143; cell-based MOR-DOR heterodimer luminescence; inhibition, % at 9.3 µM; actives 0.21% (n = 340,000); AID 504357; in the data active = inhibition above about 22%, passing the limit was not always enough;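 note: 0% = cells with DMSO and 100% = wells without cells with DMSO; values of inactives mirror those of a sister screen read the other way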
# PKA-R1A activ: activators of PKA-R1A complex; activation, % at 11.4 µM; P00514+P68181; actives 0.083% (n = 340,000); PKA-R1A dissociation, Cy5-IP20 fluorescence polarization; scaled: DMSO 0%, 113 µM cGMP 100%;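 active = percent activation above the mean of all tested compounds plus 3 SD, cut at about 19% in these data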;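 note: higher means more PKAc released from R1A so a rise in polarization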
# OPRM1-OPRD1 ag: agonists of human mu-delta opioid receptor heterodimerization. cells, OPRM1-OPRD1 heterodimerization, luminescence. activation, % at 9.3 µM. actives 0.3% (n = 340,000); in the data active = activation above about 18%;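 note: 0% = vehicle-treated cells and 100% = reference agonist; values of inactives mirror those of a sister screen read the other way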
# HTR5A inv ctr: inverse agonist of human HTR5A in OPRM1-OPRD1 counter-screen. P47898. inhibition, % at 9.3 µM. actives 0.083% (n = 340,000). HTR5A cell line, luminescence, inverse agonism. AID 504634; in the data active = inhibition mostly above about 23%, no sharp cut-off; inactive = mostly below about 18%;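 note: 0% = cells with DMSO and 100% = no-cell wells with DMSO; some compounds called inactive have numbers as strong as hits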
# Target sequence (P47898 whole entry, looked up): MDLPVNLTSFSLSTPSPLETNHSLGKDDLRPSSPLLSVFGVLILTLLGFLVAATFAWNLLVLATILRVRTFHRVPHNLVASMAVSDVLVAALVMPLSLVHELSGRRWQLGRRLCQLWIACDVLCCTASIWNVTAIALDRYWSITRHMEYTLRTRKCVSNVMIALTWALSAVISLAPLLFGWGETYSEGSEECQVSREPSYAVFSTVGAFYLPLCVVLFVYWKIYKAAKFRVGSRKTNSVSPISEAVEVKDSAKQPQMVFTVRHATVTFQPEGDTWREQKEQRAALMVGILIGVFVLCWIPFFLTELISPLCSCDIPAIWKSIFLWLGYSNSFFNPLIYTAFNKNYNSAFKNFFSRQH
# phage Ecoli inh: E. coli growth loss with phage present. growth absorbance. inhibition, % at 11.9 µM. actives 0.26% (n = 360,000). AID 651602; in the data active = inhibition above about 11%
# Tat export inh: E. coli Tat transport inhibition; inhibition, % at 10 µM; actives 0.036% (n = 340,000); E. coli MC4100 TorA-mCherry Tat export, fluorescence;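 active = mean replicate inhibition at least 50% and at least half of replicates individually reaching 50%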;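 note: exported cargo escapes ClpAP degradation while cytoplasmic cargo is degraded and loses fluorescence; 0% = median of neutral control wells and 100% = median of NaSCN control wells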
# AddAB inh: less growth of phage-infected E. coli with AddAB; inhibition, % at 11.9 µM; E. coli expressing H. pylori AddAB, absorbance growth; actives 0.29% (n = 330,000); in the data active = inhibition above about 12%;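 note: 0% = vehicle wells of infected cells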
# PfHsp90 yeast 2: inhibits growth of yeast expressing Plasmodium falciparum Hsp90. S. cerevisiae expressing PfHsp90, BacTiter-Glo ATP, 48 h; yeast lacking PDR1 and PDR3 efflux regulators. inhibition, % at 9.4 µM. actives 0.32% (n = 310,000);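 active = every replicate shows inhibition above about 80%, whatever the replicate mean, limit read from the data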;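 note: 0% = DMSO neutral controls and 100% = 20 µM radicicol positive controls; yeast relying on Plasmodium falciparum Hsp90 in place of its own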
# * hit, by the source's call; x = no result given.
# Second line of a record – OPRM1-OPRD1 inv, Tat export inh, PKA-R1A activ, PfHsp90 yeast 2, Ecoli viability, Mot1-301 SUMO, HTR5A inv ctr, AddAB inh, OPRM1-OPRD1 ag, phage Ecoli inh, PKA-R2B activ
Cn1cccc1C(=O)OCC(=O)N1CCc2ccccc21
    6, -4, 4, 3, 2.2, 15, 10, 1.3, -1.2, 0.0, -7
CCOc1ccccc1NC(=O)CSc1nc2ccccc2c(=O)n1CC1CCCO1 (centres undefined)
    3, 7, 4, -23, 2.3, -24, 8, 2.0, -0.4, -3.8, 1
CCCCNC(=O)C1CC(c2cccc(F)c2)=NO1 (centres undefined)
    8, -1, -5, -8, 2.0, -17, 12, 1.4, -1.5, 1.1, 8
CCN(C(=O)C(C)Sc1ccc(S(=O)(=O)N2CCN(C)CC2)cn1)c1ccccc1 (centres undefined)
    8, 0, -1, 1, -2.4, x, -9, 0.9, -1.8, 0.3, 1
CCOC(=O)N1CCC(NC(=O)c2ccc3c(c2)N=C(CC)c2cc(C)ccc2S3)CC1
    10, 1, 2, -13, 0.2, 7, 11, -0.6, -1.9, 0.2, -2
CC1CCCN(C(=O)C(=O)Nc2ccc3nc4n(c(=O)c3c2)CCCCC4)C1 (centres undefined)
    1, 4, -5, 18, 3.3, 2, 21, -2.7, -0.1, 1.8, 0
COc1cc(OC)cc(C(=O)NCC(=O)NCCN2C(=O)S/C(=C\c3ccc4c(c3)OCO4)C2=O)c1
    12, -3, -13, 5, x, x, 10, x, -2.9, -0.2, -2
COc1cc(NC(=O)COC(=O)C2CC(O)CN2S(=O)(=O)c2ccc(Cl)cc2)c(C)cc1[N+](=O)[O-] (centres undefined)
    -5, -4, -15, -10, x, x, 5, x, 1.0, 3.2, -8
COc1ccc(-c2nn(-c3ccccc3)cc2C(=O)OCC(=O)c2ccc(C)c([N+](=O)[O-])c2)cc1
    -1, -9, -1, 0, -2.2, -25, 2, -0.7, 0.2, 3.4, -3
Cc1ccc(OCC(=O)N2CCc3ccccc3C2)cc1
    2, -7, -6, -12, -0.8, 138, -3, 0.1, -0.4, 2.7, -1
CC1CCN(c2ccc3nnc(CCC(=O)N4CCN(c5ccccc5F)CC4)n3n2)CC1
    12, 5, 5, 2, 1.1, 371, 12, 2.2, -2.5, -0.7, 1
O=C(CN(C(=O)CNC(=O)c1ccco1)c1cccc(F)c1)NC1CCCCC1
    9, 13, -1, 13, -2.4, 16, -13, 2.5, -1.7, 2.0, -8
CCCCC(=O)Nc1ccc(C(=O)NNC(=O)c2cccs2)cc1
    -13, 4, 3, -16, -0.3, -6, -13, 1.6, 1.9, 2.3, 4
COc1cc(OC)cc(C(=O)Nc2ccc(NC(=O)c3ccco3)c(C)c2)c1
    13, -3, -6, 31, 0.9, -9, 8, 1.8, -2.5, 2.0, 10
CN(C)c1nc(C(=O)NN)nc(N(C)C)n1
    20, -6, -6, 1, -1.5, -3, 10, 0.7, -3.5, -0.2, -7
COc1cccc2cc(S(=O)(=O)c3ccc(C)cc3)/c(=N/NS(=O)(=O)c3ccc(C)cc3)oc12
    12, 3, 4, -18, 0.8, -5, -6, 3.6, -2.2, 3.3, 5
CCN1C[C@@H]2[C@@H]3C(=O)N(C)C(=O)[C@@H]3[C@](C)(C1=O)N2C(=O)c1ccc(Br)cc1
    11, -1, -10, -16, x, x, -9, x, -1.9, 0.7, -19
Cc1ccccc1CC(=O)N1CCCc2ccccc21
    -16, -2, 3, 25, -1.0, -25, -2, 0.8, 3.4, -0.1, 1
COC(=O)C1=C(C)OC(N)=C(C#N)C1c1cc(OC)c(OCC(N)=O)cc1Cl (centres undefined)
    6, 1, 5, -9, 0.0, 0, 5, 1.1, -1.3, 0.9, -5
Cc1ccc(C(=O)CSc2nc(C)cc(=O)[nH]2)cc1
    9, -2, 0, -18, -1.2, -6, 15, -1.0, -1.8, 2.9, -14
COC(=O)c1cccc(C23CC4(C2)[C@H](CN(Cc2cccnc2)[C@@H]4c2ccccc2)C3c2ccc(Cl)nc2)c1 (some centres undefined)
    -127, -5, 0, x, 2.7, 256, -5, 0.5, 23*, 0.7, -3
COC(=O)c1cc2c([nH]c1=O)CCCC2=O
    -1, -5, 11, 22, x, x, -10, x, 0.1, 2.9, 1
CC(=NCCc1ccccc1)C1=C(O)C(c2ccccc2)OC1=O (centres undefined)
    12, 0, -13, -15, 0.2, -23, -8, 1.4, -2.4, 2.8, -6
CCOC(=O)c1cc(-c2ccccc2C)nn1Cc1cc(C)no1
    -4, 5, -3, 1, -0.9, 7, -11, 3.4, 0.7, 0.5, 2
Cc1sc2ncnc(OCC(=O)N3CCN(S(=O)(=O)c4ccccc4)CC3)c2c1C
    12, 2, -5, 20, -2.0, 3, -2, 0.5, -2.1, 0.0, 1
CSc1ccccc1OCc1cc(C(=O)N(C)Cc2ccc3nsnc3c2)no1
    6, -1, -6, -3, -1.0, 163, -12, 1.6, -1.1, 1.5, 5
COc1ccc(S(=O)(=O)N2CCCN(C)CC2)cc1
    6, -2, -5, -2, 2.1, 14, 9, 1.5, -1.3, 1.9, 2
O=c1c2cc(Cl)ccc2[nH]c(=S)n1Cc1ccccn1
    72*, 7, -2, 12, 0.7, -4, 23, 1.5, -12, 1.2, -12
CN(C)S(=O)(=O)c1ccc(-c2csc(-c3cccnc3)n2)cc1
    1, -2, -1, -17, 1.0, 6, 19, 2.6, -0.3, 2.1, -9
O=C(CC1CS(=O)(=O)CC1CC(=O)Oc1ccccc1F)Oc1ccccc1F (centres undefined)
    -15, -11, 8, -9, -2.4, 5, -2, -3.0, 2.8, 4.3, 16
CC(O)c1nc2ccccc2n1C/C=C/c1ccccc1 (centres undefined)
    10, -1, 2, x, -3.9, -9, -4, 2.1, -1.9, 5.0, -1
Cc1ccc(S(=O)(=O)c2nc(S(C)(=O)=O)sc2N2CC(C)OC(C)C2)cc1 (centres undefined)
    3, -2, 10, -4, 2.3, 4, -16, 6.4, -0.8, 1.3, 5
CC(c1nnc(Sc2nnnn2-c2ccccc2)n1-c1ccc(F)cc1)N(C)C (centres undefined)
    14, 7, 7, 38, -1.6, 2, 14, 2.9, -2.6, 2.1, -3
Cc1ccc(S(=O)(=O)N2CCOC2CNC(=O)C(=O)NCc2ccc3c(c2)OCO3)cc1 (centres undefined)
    16, -6, -6, 10, 1.3, -9, 6, -1.5, -2.4, 2.5, 0
CCn1ncc(/C=C/C(=O)NCc2cn(C)nc2C)c1C
    4, -13, 15, 2, 1.9, 59, 8, 2.8, -0.8, 3.8, 3
CC(=O)C1=C(O)C(=O)N(CCc2c[nH]c3ccccc23)C1c1cccc(O)c1 (centres undefined)
    18, -12, -1, 13, -2.5, 8, -21, 2.5, -3.0, 4.2, 1
CCCCC[C@H]1CN(Cc2ccccc2)C(=O)[C@@H]1CC(=O)NCc1ccc(OC)cc1
    -18, 19, -1, 38, -2.4, 13, -11, 1.5, 3.1, 0.8, -6
O=[N+]([O-])c1cccc(-c2ccc(CN3CCCCC3)o2)c1
    -3, -5, 1, 23, -1.9, 120, -9, 3.4, 0.5, 2.2, 2
O=S(=O)(NCCc1csc(-c2cccnc2)n1)c1cc(F)ccc1F
    -2, 6, -11, -28, -1.2, -3, -3, -0.9, 0.5, 3.1, -2
CCOCC(=O)N1CCC(Cc2ccccc2)CC1
    x, 10, x, 10, -0.4, 26, x, 3.1, x, 1.6, x
O=c1[nH]ncc2c3ccccc3n(Cc3cccc(Cl)c3)c12
    -6, 8, 4, 11, 3.7, 186, 2, 4.5, 1.4, 4.5, 4
O=C1c2cccc3c(O)ccc(c23)C(=O)N1Cc1ccco1
    -11, 3, -1, 13, x, x, -34, x, 1.8, 1.6, -8
CN(CCC#N)C(=O)COC(=O)/C=C/c1cccs1
    -6, 11, -3, -2, 0.6, -1, 15, 5.1, 0.8, 2.1, 12
O=C(O)c1cccc(Nc2ncnc3ccccc23)c1
    7, -5, -8, 1, 2.2, 1, 12, 0.1, -1.2, 1.1, -2
CCC(C(=O)Nc1cccnc1)c1ccccc1 (centres undefined)
    5, -8, 2, -12, 2.1, 422*, 8, 4.2, -1.1, -0.3, 4
CCOC(=O)N1CCN(S(=O)(=O)c2ccc(OC)c(Cl)c2Cl)CC1
    9, 3, -9, -1, 1.3, 1, 8, 4.2, -2.0, 2.0, -2
CCC(Oc1ccccc1)C(=O)Nc1nnc(S(=O)(=O)N2CCCCC2)s1 (centres undefined)
    5, -4, 0, 3, -2.8, 2, -22, -0.7, -1.1, 1.0, -3
CCN(CC(=O)Nc1ccccc1Br)Cc1nc2ccccc2c(=O)[nH]1
    4, 0, 3, 0, 0.8, 7, -1, 1.7, -0.7, -0.4, 10
CCOc1ccc2c(c1)C(c1ccc(C)cc1)=NNC(c1ccc(OC)cc1)=N2
    9, -1, -15, -14, -1.4, 6, -10, -0.3, -1.6, 2.7, -4

# 11 compounds out of the list, arranged by length of the SMILES, smallest number first:
# Second line of a record – OPRM1-OPRD1 inv, Tat export inh, PKA-R1A activ, PfHsp90 yeast 2, Ecoli viability, Mot1-301 SUMO, HTR5A inv ctr, AddAB inh, OPRM1-OPRD1 ag, phage Ecoli inh, PKA-R2B activ
CCC(C(=O)Nc1cccnc1)c1ccccc1 (centres undefined)
    5, -8, 2, -12, 2.1, 422*, 8, 4.2, -1.1, -0.3, 4
CCOCC(=O)N1CCC(Cc2ccccc2)CC1
    x, 10, x, 10, -0.4, 26, x, 3.1, x, 1.6, x
O=C1c2cccc3c(O)ccc(c23)C(=O)N1Cc1ccco1
    -11, 3, -1, 13, x, x, -34, x, 1.8, 1.6, -8
O=c1[nH]ncc2c3ccccc3n(Cc3cccc(Cl)c3)c12
    -6, 8, 4, 11, 3.7, 186, 2, 4.5, 1.4, 4.5, 4
O=[N+]([O-])c1cccc(-c2ccc(CN3CCCCC3)o2)c1
    -3, -5, 1, 23, -1.9, 120, -9, 3.4, 0.5, 2.2, 2
O=S(=O)(NCCc1csc(-c2cccnc2)n1)c1cc(F)ccc1F
    -2, 6, -11, -28, -1.2, -3, -3, -0.9, 0.5, 3.1, -2
CCN(CC(=O)Nc1ccccc1Br)Cc1nc2ccccc2c(=O)[nH]1
    4, 0, 3, 0, 0.8, 7, -1, 1.7, -0.7, -0.4, 10
CCOC(=O)N1CCN(S(=O)(=O)c2ccc(OC)c(Cl)c2Cl)CC1
    9, 3, -9, -1, 1.3, 1, 8, 4.2, -2.0, 2.0, -2
CCC(Oc1ccccc1)C(=O)Nc1nnc(S(=O)(=O)N2CCCCC2)s1 (centres undefined)
    5, -4, 0, 3, -2.8, 2, -22, -0.7, -1.1, 1.0, -3
CCOc1ccc2c(c1)C(c1ccc(C)cc1)=NNC(c1ccc(OC)cc1)=N2
    9, -1, -15, -14, -1.4, 6, -10, -0.3, -1.6, 2.7, -4
CCCCC[C@H]1CN(Cc2ccccc2)C(=O)[C@@H]1CC(=O)NCc1ccc(OC)cc1
    -18, 19, -1, 38, -2.4, 13, -11, 1.5, 3.1, 0.8, -6

# Screening data deposited in PubChem by several laboratories.
